DAGLB inhibitor: blocks human DAGLB lipase activity | HEK293T DAGLB membrane lysate, EnzChek fluorogenic substrate | inhibition, % at 5.17 µM | hit rate 0.059% among 340,000; in the data active means inhibition above about 34%;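 further: 0% = enzyme with vehicle and 100% = wells lacking enzyme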
Target sequence (Q8NCG7 whole entry, looked up): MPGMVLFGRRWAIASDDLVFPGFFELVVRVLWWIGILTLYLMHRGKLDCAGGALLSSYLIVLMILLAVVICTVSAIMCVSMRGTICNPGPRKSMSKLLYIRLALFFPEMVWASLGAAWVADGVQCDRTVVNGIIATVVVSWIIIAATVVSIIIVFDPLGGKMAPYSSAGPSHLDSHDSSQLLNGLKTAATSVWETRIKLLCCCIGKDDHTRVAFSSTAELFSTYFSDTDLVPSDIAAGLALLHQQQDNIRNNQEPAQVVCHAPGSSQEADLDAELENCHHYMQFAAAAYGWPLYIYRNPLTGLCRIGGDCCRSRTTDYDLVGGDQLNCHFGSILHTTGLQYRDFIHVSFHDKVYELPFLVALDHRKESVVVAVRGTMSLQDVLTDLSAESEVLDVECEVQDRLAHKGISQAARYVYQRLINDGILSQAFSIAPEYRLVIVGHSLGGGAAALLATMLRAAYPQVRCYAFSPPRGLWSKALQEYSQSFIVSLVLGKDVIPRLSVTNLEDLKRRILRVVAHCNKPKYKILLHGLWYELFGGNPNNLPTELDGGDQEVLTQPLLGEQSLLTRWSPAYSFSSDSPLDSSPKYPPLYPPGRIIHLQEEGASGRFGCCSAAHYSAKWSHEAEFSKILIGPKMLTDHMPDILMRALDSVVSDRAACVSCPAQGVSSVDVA
E coli growth: reduces bacterial viability in AddAB counter-screen; E. coli V3065 growth, OD600 absorbance, 18 h; inhibition, % at 11.9 µM; hit rate 0.27% among 330,000; AID 449728;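 active means inhibition above the campaign's mean inhibition across all tested compounds plus 3 SD, cut at about 9.9% in these data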;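 further: uninfected addAB+ strain grown without phage in ampicillin broth; 0% = DMSO wells and 100% = ciprofloxacin 0.95 µg/ml wells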
phage Ecoli inh: E. coli growth loss with phage present. growth absorbance. inhibition, % at 11.9 µM. hit rate 0.26% among 360,000; in the data active means inhibition above about 11%
PvdQ acylase: blocks Pseudomonas aeruginosa PvdQ acylase activity; inhibition, % at 10 µM; hit rate 0.063% among 340,000; purified PvdQ acylase, fluorescence plate reader; in the data active means inhibition above about 30%, passing the limit was not always enough;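 further: 0% = vehicle neutral wells and 100% = reference inhibitor wells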
Rtt109 Vps75: blocks Candida albicans Rtt109/Vps75 acetyltransferase activity | AID 540336 | inhibition, % at 34.9 µM | purified Rtt109/Vps75, ThioGlo CoA-SH fluorescence, 4 h | hit rate 0.16% among 330,000;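 active means inhibition of at least 50% in every replicate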
Target sequence (Q5AAJ8 whole entry, looked up): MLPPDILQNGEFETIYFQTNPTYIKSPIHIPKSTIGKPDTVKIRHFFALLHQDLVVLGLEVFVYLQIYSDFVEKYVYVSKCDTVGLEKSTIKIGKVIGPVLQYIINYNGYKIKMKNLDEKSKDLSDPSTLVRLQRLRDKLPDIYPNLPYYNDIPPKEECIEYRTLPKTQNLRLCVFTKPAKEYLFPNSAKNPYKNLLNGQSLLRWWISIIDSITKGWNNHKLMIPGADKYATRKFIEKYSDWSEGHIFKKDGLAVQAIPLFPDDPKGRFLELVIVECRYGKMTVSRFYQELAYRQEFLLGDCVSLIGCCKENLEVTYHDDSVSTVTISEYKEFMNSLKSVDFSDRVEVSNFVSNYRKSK
AddAB inh: less growth of phage-infected E. coli with AddAB | AID 435030 | hit rate 0.29% among 330,000 | E. coli expressing H. pylori AddAB, absorbance growth | inhibition, % at 11.9 µM; in the data active means inhibition above about 12%;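 further: 0% = vehicle wells of infected cells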
Wnt act: Wnt/beta-catenin pathway activation; AID 743398; Wnt/beta-catenin reporter cell assay, activator, plate reader; activation, % at 9.35 µM; hit rate 1.2% among 300,000; in the data active means activation above about 30%, passing the limit was not always enough;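 further: 0% = neutral control wells and 100% = positive control wells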
Tat transport: E. coli Tat transport inhibition. E. coli MC4100 TorA-mCherry Tat export, fluorescence. inhibition, % at 10 µM. hit rate 0.036% among 340,000. AID 488895;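 active means mean replicate inhibition at least 50% and at least half of replicates individually reaching 50%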;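 further: exported cargo escapes ClpAP degradation while cytoplasmic cargo is degraded and loses fluorescence; 0% = median of neutral control wells and 100% = median of NaSCN control wells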
CAL PDZ FP: blocks peptide binding to human CAL PDZ domain | Q9HD26 | purified CAL PDZ, TMR-peptide fluorescence polarization, 1 h | inhibition, % at 20 µM | hit rate 0.02% among 330,000 | AID 504414;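 active means highest replicate inhibition of at least 40%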;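 further: plate controls were DMSO neutral control wells for no effect and unlabeled competitor peptide control wells for full effect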
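Test system: purified CerCALP PDZ construct; Compound dosing: one concentration, 20 µM compound; Also added: TMR-labelled reporter peptide T*-PRC34 bound in PDZ groove; Read-out: inhibition from polarization loss; Controls: unlabelled peptide and DMSO controls; Signal: FP readout, S and P plane fluorescence; Incubation: 1 h at RT.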
PfHsp90 yeast 2: inhibits growth of yeast expressing Plasmodium falciparum Hsp90. S. cerevisiae expressing PfHsp90, BacTiter-Glo ATP, 48 h; yeast lacking PDR1 and PDR3 efflux regulators. inhibition, % at 9.4 µM. hit rate 0.32% among 310,000;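 active means every replicate shows inhibition above about 80%, whatever the replicate mean, limit read from the data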;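 further: 0% = DMSO neutral controls and 100% = 20 µM radicicol positive controls; yeast relying on Plasmodium falciparum Hsp90 in place of its own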
Active calls of the source: *; nt = not tested or not shown.

SMILES | DAGLB inhibitor | E coli growth | phage Ecoli inh | PvdQ acylase | Rtt109 Vps75 | AddAB inh | Wnt act | Tat transport | CAL PDZ FP | PfHsp90 yeast 2
COc1ccc(OC)c(CCNC(=O)CCc2nnc3ccc(N4CCCCC4)nn23)c1 | -1 | -1.7 | 0.3 | -27 | -2 | 1.3 | 5 | 5 | -1.4 | -10
CC(=O)N1c2ccc(S(=O)(=O)NCC3CCC(C(=O)Nc4cc(C)ccn4)CC3)cc2CC1C (stereo not given) | -1 | -2.8 | 1.3 | -8 | -3 | -0.3 | 0 | 3 | -2.0 | -1
CCCC(c1c(C)n(C)n(-c2ccccc2)c1=O)c1c(C)n(C)n(-c2ccccc2)c1=O | -1 | 0.3 | 2.4 | 1 | -13 | 1.6 | nt | 8 | 0.5 | -24
Cc1ccc(C)c(Cn2c3ccccc3c3cnn(CC(=O)NCc4ccccn4)c(=O)c32)c1 | 0 | -1.2 | 0.2 | -11 | -14 | 4.5 | -2 | -4 | -1.5 | -13
C#CCOCCOCCOCCNc1nc(N2CCN(C(=O)[C@H](CCCN=C(N)N)n3cc(C(N)[C@@H](C)CC)nn3)CC2)nc(N2CCN(C(=O)[C@H](CCC(=O)O)n3cc([C@@H](N)CCCCN)nn3)CC2)n1 (stereo not given in full) | 0 | -2.8 | 0.8 | -11 | 19 | -0.1 | -1 | -3 | 0.6 | 12
CN1C(=O)C(C)(C)c2cc(S(=O)(=O)N3CCN(c4ccc(F)cc4)CC3)ccc21 | -1 | 1.5 | 0.2 | -11 | 6 | 0.4 | 1 | -7 | -2.1 | 8
C/C(N)=C(/C#N)C(=O)CSc1ncnc2ccccc12 | 3 | 1.4 | 3.1 | -11 | -5 | 2.8 | 3 | -2 | -1.0 | -15
CCC(C)NC(=O)CN(C1CCCCC1)S(C)(=O)=O (stereo not given) | 0 | 0.3 | 3.4 | -8 | -9 | -0.1 | -1 | -6 | 0.1 | 5
COc1ccc(-c2cnc(N)n2CC2CCCO2)cc1 (stereo not given) | 0 | -0.8 | 0.0 | 11 | 1 | 0.3 | 7 | -3 | -0.5 | 10
Cn1cnc(S(=O)(=O)N2CCc3ccccc32)c1 | 2 | -0.5 | 2.9 | 17 | -4 | 1.7 | -2 | -8 | nt | -20
O=C(CNC(=O)c1ccccc1)NCCc1ccc(O)c(O)c1 | 0 | -3.0 | 0.4 | -14 | -4 | -0.3 | -1 | -10 | -4.3 | -27
Cc1ccccc1-n1ncc2c1CC(C)(C)CC2NC(=O)CCCN1CCCC1=O (stereo not given) | -2 | 0.4 | 2.7 | -12 | -3 | 1.5 | 0 | 5 | -0.6 | -21
O=S(=O)(c1ccc(Cl)nc1)N1CCc2ccccc21 | -3 | 0.8 | 95* | -1 | -1 | -2.3 | 18 | 0 | -0.7 | -6
CC(C)(C)NC(=S)NCc1cccnc1 | 0 | 3.4 | 2.0 | -25 | -12 | 2.4 | 10 | 4 | -2.4 | -18
COc1ccc(C(=O)O/N=C(\N)c2ccc(OC)c(OC)c2)c(OC)c1 | 0 | -0.5 | nt | -7 | nt | 0.0 | nt | -5 | -2.0 | -12
CC1CCCc2sc3nc(NCc4ccco4)n4ncnc4c3c21 (stereo not given) | -12 | 2.5 | -1.2 | -13 | 3 | 3.2 | nt | 1 | 0.3 | -13
O=C(N/N=C/c1ccc[nH]1)c1cc2ccccc2cc1O | -1 | 3.0 | -0.9 | -3 | 3 | 6.5 | 8 | -14 | -0.8 | 23
CCc1nnc(NC(=O)c2ccc3nc(CC)c(CC)nc3c2)s1 | 1 | -0.4 | 5.0 | 10 | -9 | 4.9 | -1 | 1 | -9.5 | 6
Cc1ccc(Cl)cc1N1CCN(S(=O)(=O)c2ccc3c(c2)OCCO3)CC1 | -10 | 0.6 | 1.8 | -1 | -7 | 1.5 | -8 | 0 | -2.0 | 16
O=C(Nc1cccnc1)Nc1ccc(F)c(Cl)c1 | 1 | 0.2 | 6.5 | -1 | -1 | 1.6 | nt | -9 | -4.9 | 8
COc1ccc(S(=O)(=O)n2cnc3ccccc32)cc1 | -1 | -0.9 | 1.6 | -12 | 7 | 2.8 | -2 | -2 | 0.3 | -26
Cc1cc(OCC(=O)Nc2ccc3oc(-c4ccncc4)nc3c2)ccc1Cl | 1 | 1.2 | 0.9 | -12 | nt | 1.6 | nt | 0 | -1.4 | nt
Cc1ccc(C)c(-c2nnc(NC(=O)Cc3ccccc3)o2)c1 | -4 | -3.8 | -0.3 | -13 | -6 | -0.8 | -2 | -3 | -1.5 | -26
Cc1ncc(CN2CCC(CO)(CCc3ccccc3)CC2)s1 | -2 | 3.0 | 1.5 | -2 | 5 | 3.1 | 3 | 4 | -2.9 | 9
Cc1ccc2c(c1)N(C(=O)CCC(=O)NCCCN(C)Cc1ccccc1)CCO2 | 2 | -1.3 | 3.5 | -7 | -11 | 1.2 | -3 | 5 | -0.4 | 13

The closing 2 compounds of the part before come first, to join the parts.
SMILES | DAGLB inhibitor | E coli growth | phage Ecoli inh | PvdQ acylase | Rtt109 Vps75 | AddAB inh | Wnt act | Tat transport | CAL PDZ FP | PfHsp90 yeast 2
Cc1ncc(CN2CCC(CO)(CCc3ccccc3)CC2)s1 | -2 | 3.0 | 1.5 | -2 | 5 | 3.1 | 3 | 4 | -2.9 | 9
Cc1ccc2c(c1)N(C(=O)CCC(=O)NCCCN(C)Cc1ccccc1)CCO2 | 2 | -1.3 | 3.5 | -7 | -11 | 1.2 | -3 | 5 | -0.4 | 13
CCCC(=O)NC(Nc1ccccc1OC)C(Cl)(Cl)Cl (stereo not given) | -2 | 0.0 | 2.5 | -7 | 5 | 0.9 | nt | -7 | -2.2 | -7
Cc1cc(C)c(S(=O)(=O)N2CCC(C(=O)NCc3ccc(Cl)cc3Cl)CC2)c(C)c1 | -5 | -1.6 | 1.6 | -18 | 1 | 0.2 | -10 | 10 | 2.2 | 127*
CC(Cc1cccs1)NC(=S)Nc1ccc(Cl)c(Cl)c1 (stereo not given) | -4 | 3.9 | 6.1 | -4 | 6 | 4.3 | -2 | 5 | -1.1 | 7
COc1ccc(S(=O)(=O)N2CCCCCC2)cc1C(=O)N(C)CC(=O)Nc1cc(C)ccc1C | -2 | nt | 3.4 | -1 | -16 | nt | 3 | 2 | -1.9 | 8
CCCCN(C)C(=O)c1cn(CC)c2nc(C)ccc2c1=O | -5 | 2.3 | -0.9 | -1 | 3 | 3.1 | nt | -2 | -1.2 | nt
O=C(NCc1n[nH]c(=S)n1-c1ccc(Cl)c(Cl)c1)c1cccs1 | 3 | 0.0 | 5.4 | -6 | 11 | 2.3 | -1 | -1 | -2.9 | 22
CCC1Cc2c(nc(N)c3c(N)nc(N4CCCCC4)c(C#N)c23)O1 (stereo not given) | 5 | -3.7 | 2.1 | -12 | 4 | 4.0 | 2 | 5 | 3.0 | 20
CCOC(=O)COc1cc2c3c(c(=O)oc2cc1C)CCCC3 | -5 | 1.5 | 3.5 | -17 | 3 | 2.3 | nt | -4 | -2.8 | 8
COc1ccccc1-n1cc(-c2ccccc2)c2c(=S)nc[nH]c21 | 2 | -0.1 | 3.0 | -3 | 16 | 4.4 | 0 | 0 | -1.0 | -38
Cc1c(C(=O)Nc2ccc(F)cc2)oc2ccc(S(=O)(=O)N3CC(C)CC(C)C3)cc12 (stereo not given) | -2 | -0.4 | 1.0 | 3 | 0 | 3.7 | -6 | -8 | -0.2 | -5
O=C(Nc1ccccc1)C1=C[C@H](c2ccc3c(c2)OCO3)C[C@H](OCc2ccc(CO)cc2)O1 | -1 | 1.0 | 1.8 | 9 | -10 | 0.3 | 4 | 0 | -0.9 | -27
COC(=O)c1ccccc1NC(=O)C1CCCC1 | 0 | 1.2 | 3.1 | -5 | -40 | 1.1 | 0 | -3 | -3.4 | 14
Cc1cc(C(F)(F)F)nc(SCC(=O)Nc2c(C)n(C)n(-c3ccccc3)c2=O)n1 | 1 | 1.4 | 0.3 | -5 | 1 | 4.2 | -3 | -3 | -0.1 | 7
Cc1cccc(C)c1OCCCCCNCCO | 0 | 0.1 | 0.8 | 1 | nt | -2.3 | -1 | -3 | -2.6 | -2
O=C(NCc1cccnc1)c1cccnc1-c1nc2ccccc2s1 | 3 | 1.9 | 0.2 | -3 | 1 | 0.0 | nt | 3 | -0.9 | nt
COC(=O)CCCC1=CC2=C(c3ccccc3)C(=O)C(C)(OC(=O)C3CCCC3)C(=O)C2=CN1CCCCO (stereo not given) | 0 | -0.2 | 1.4 | -5 | 5 | 2.9 | -1 | -44 | 0.7 | 12
COc1cccc(N2CCN(S(=O)(=O)c3ccc4c(c3)CC(C)N4C(=O)C3CC3)CC2)c1 (stereo not given) | -1 | -0.5 | 2.2 | -3 | -4 | 5.2 | -2 | 5 | -1.8 | 6
O=C(N1CCOCC1)N1CCC(n2nnc3cc(F)ccc32)CC1 | -2 | -0.2 | 0.3 | 12 | -3 | 1.3 | -4 | -9 | 0.0 | -18
CC1(C)CC(=O)C(C=NC2CCCCC2)=C(O)C1 | -2 | 1.8 | -0.5 | -13 | -8 | 3.5 | nt | -7 | 0.4 | -7
Cc1c(Cl)c(=O)n2c(=O)c(Cl)c(C)n12 | -3 | -1.6 | 1.0 | 0 | nt | -3.2 | -2 | -6 | -1.1 | -1
Cc1ccc(C(=O)Nc2ccccc2C(=O)NCC2CCCO2)cc1 (stereo not given) | -7 | 0.8 | 0.2 | 6 | 2 | 4.9 | 2 | -4 | -2.7 | 15
CCC(C)Nc1nc2c(c(=O)[nH]c(=O)n2C)n1CCOc1ccccc1 (stereo not given) | 4 | 0.9 | 1.6 | 2 | -5 | 0.4 | 0 | -5 | -0.2 | -22
COc1ccc(/C=C2\C(=O)ON=C2c2ccccc2)cc1 | 0 | 0.3 | 0.6 | 2 | 8 | 1.6 | 6 | -5 | -1.8 | 14
Cc1ccc(/C=N/N2C(=S)SC(C)(C)C2N(O)C(=O)Nc2ccc([N+](=O)[O-])cc2)cc1 (stereo not given) | -5 | -1.7 | 0.8 | -35 | 2 | 0.3 | 8 | 2 | -3.2 | -5
COc1ccc(NC(=O)C(NC(=O)c2ccc(C)cc2)c2ccccc2)cc1 (stereo not given) | -2 | 2.6 | 2.1 | -8 | -8 | 1.8 | 9 | -4 | -0.8 | 13

Entries above printed as active in phage Ecoli inh:
Structure | DAGLB inhibitor | phage Ecoli inh | PvdQ acylase | Rtt109 Vps75 | AddAB inh | Wnt act | Tat transport | CAL PDZ FP | PfHsp90 yeast 2
O=S(=O)(c1ccc(Cl)nc1)N1CCc2ccccc21 | -3 | 95* | -1 | -1 | -2.3 | 18 | 0 | -0.7 | -6

(continued)
SMILES | DAGLB inhibitor | E coli growth | phage Ecoli inh | PvdQ acylase | Rtt109 Vps75 | AddAB inh | Wnt act | Tat transport | CAL PDZ FP | PfHsp90 yeast 2
COc1cccc(-n2c(SCC(=O)NCc3cccs3)nc3ccccc3c2=O)c1 | -1 | 1.4 | 1.6 | -15 | -6 | 3.4 | 1 | -7 | -0.9 | 21
Cc1ccc(S(=O)(=O)N(C)Cc2nc(-c3ccncc3)no2)cc1 | -2 | 1.9 | 2.8 | -17 | -3 | 1.1 | -6 | 11 | nt | nt
CCOc1ccc(CC(=N)C2=C(O)CC(C)(C)CC2=O)cc1OCC | -1 | 1.9 | 3.9 | -12 | -4 | 2.9 | 1 | 2 | 0.3 | -8
Cc1csc(NC(=O)CSc2nnc(CCNC(=O)c3cccs3)n2C)n1 | 0 | 2.8 | 3.6 | 0 | 0 | 1.7 | -1 | 5 | -1.2 | 16
O=C(O)CCS(=O)(=O)c1ccc(-c2ccccc2)cc1 | -4 | 1.2 | 2.7 | 7 | 14 | 1.1 | 0 | 0 | 0.0 | -4
CN(CC(=O)Nc1ccccc1Cl)C(=O)COC(=O)CNC(=O)c1ccc(Br)o1 | 0 | -0.2 | 1.9 | -8 | -29 | 2.3 | nt | -10 | -0.9 | -36

Screens from PubChem.
